High-throughput results (PubChem)
SENP1 inh: blocks the human SENP1 SUMO protease catalytic domain; recombinant SENP1 catalytic domain, CyPet-SUMO1-YPet FRET cleavage; 0.21% of 360,000 active; inhibition, % at 10 µM;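 active = inhibition at least 30% at 10 µM, raw YFP signal under a set limit, fluorescence ratio 0.5 to 1.5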;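 note: 0% = enzyme with DMSO and 100% = no enzyme wells; some results filed as inactive read as strong as hits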
Target sequence (Q9P0U3 419-644 limits assumed): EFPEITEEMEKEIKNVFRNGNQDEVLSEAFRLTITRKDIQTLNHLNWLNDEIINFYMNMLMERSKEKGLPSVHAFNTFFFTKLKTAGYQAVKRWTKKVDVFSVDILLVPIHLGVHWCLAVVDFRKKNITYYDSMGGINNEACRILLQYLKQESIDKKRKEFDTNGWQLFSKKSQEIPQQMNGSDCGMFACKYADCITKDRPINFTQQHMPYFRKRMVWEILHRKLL
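material = recombinant human SENP1 catalytic domain, His6-tagged | quantity = 20 pM enzyme | reagent = 25 nM SUMO1 FRET substrate | compound dosing = 10 µM single point, 0.5% DMSO | timing = 50 min enzyme reaction, room temperature, light-protected | detection = FRET, CFP and YFP emission | control set = no-enzyme low, enzyme-DMSO high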
UBC13 inh: human UBC13 polyubiquitination inhibition. P61088. AID 485273. inhibition, % at 20 µM. UBC13 polyubiquitin chain formation, TR-FRET. 0.47% of 330,000 active; in the data active = inhibition above about 45%, passing the limit was not always enough
Target sequence (P61088 whole entry, looked up): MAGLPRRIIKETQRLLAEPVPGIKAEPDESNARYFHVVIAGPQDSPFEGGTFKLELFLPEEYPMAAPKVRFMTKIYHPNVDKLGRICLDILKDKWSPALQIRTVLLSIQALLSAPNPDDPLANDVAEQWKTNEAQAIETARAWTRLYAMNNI
PfG6PD inh: PfG6PD (Plasmodium falciparum) enzyme inhibition. PfGluPho enzyme, NADPH resazurin-diaphorase fluorescence. inhibition, % at 20 µM. 0.78% of 350,000 active;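 active = inhibition reaching at least a set limit at 20 µM in the primary screen, cut at about 59% in these data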;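 note: 0% = DMSO wells with substrate and 100% = DMSO wells lacking glucose-6-phosphate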
SENP8 block-1: blocks the human protease SENP8; Q96LD8; purified SENP8, Z-RLRGG-aminoluciferin cleavage, luminescence; inhibition, % at 10 µM; 1.2% of 330,000 active; AID 2540; in the data active = inhibition above about 50%
Target sequence (Q96LD8 whole entry, looked up): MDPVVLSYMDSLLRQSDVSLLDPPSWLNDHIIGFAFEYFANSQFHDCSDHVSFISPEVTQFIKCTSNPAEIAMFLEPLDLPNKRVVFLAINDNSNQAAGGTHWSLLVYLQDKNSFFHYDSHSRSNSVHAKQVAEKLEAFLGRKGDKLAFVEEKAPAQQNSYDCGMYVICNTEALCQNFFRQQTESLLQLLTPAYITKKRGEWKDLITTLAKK
SENP7 block: SENP7 protease inhibition; inhibition, % at 5 µM; Q9BQF6; 1.5% of 330,000 active; recombinant SENP7, Z-RLRGG-aminoluciferin luminescence, 40 min;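 active = inhibition above about 50% at the single test dose, limit read from the data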;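 note: plate controls were DMSO with enzyme for no effect and no enzyme buffer wells for full effect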
Target sequence (Q9BQF6 706-1050 limits assumed): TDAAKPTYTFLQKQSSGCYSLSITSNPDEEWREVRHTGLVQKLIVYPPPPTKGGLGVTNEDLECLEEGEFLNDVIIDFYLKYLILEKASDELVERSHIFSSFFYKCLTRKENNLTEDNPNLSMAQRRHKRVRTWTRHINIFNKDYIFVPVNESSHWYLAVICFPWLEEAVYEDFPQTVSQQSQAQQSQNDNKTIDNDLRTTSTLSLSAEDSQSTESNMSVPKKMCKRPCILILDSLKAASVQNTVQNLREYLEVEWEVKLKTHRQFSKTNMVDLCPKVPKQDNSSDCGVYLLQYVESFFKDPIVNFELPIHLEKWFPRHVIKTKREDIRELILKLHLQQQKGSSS
SENP8 block-2: SENP8 (human) protease inhibition. Q96LD8. recombinant SENP8, Nedd8 substrate fluorescence. inhibition, % at 20 µM. 0.64% of 360,000 active. AID 602440; in the data active = inhibition mostly above about 40%, no sharp cut-off; inactive = mostly below about 27%
beta cell repl: induces beta-cell replication in MIN6 cells | AID 2380 | 0.29% of 330,000 active | MIN6 cells proliferation, ATPlite luminescence, 48 h; cells starved in 0.2% serum; 100% = growth in 10% serum | proliferation, % at 10 µM;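 active = compounds whose signal lies at least 3.5 SD above the mean of all wells on their plate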;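 note: 0% = DMSO-treated cells in low-serum medium and 100% = 10% serum control; some compounds called inactive have numbers as strong as hits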
SENP6 block: blocks the human protease SENP6 | Recombinant SENP6 catalytic domain, aminoluciferin luminescence | inhibition, % at 10 µM | 1.8% of 330,000 active | Q9GZR1;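 active = inhibition above about 50% at the single tested dose, limit read from the data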;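 note: plate controls were DMSO wells with enzyme for no effect and DMSO wells lacking enzyme for full effect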
HKDC1 inh: inhibitors of human hexokinase HKDC1. Q2TB90. recombinant HKDC1, G6PDH/diaphorase resazurin coupled fluorescence. inhibition, % at 20 µM. 0.16% of 340,000 active. AID 493160;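 active = inhibition above about 35% when tested at 20 µM, limit read from the data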;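 note: plate controls were DMSO wells with enzyme for no effect and DMSO wells lacking enzyme for full effect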
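Material – in-house recombinant HK5 (HKDC1) enzyme · Quantity – HKDC1 at 5 µg/mL · Buffer or medium – pH 8.0 Tris buffer with 10 mM MgCl2 · Reagent – glucose with 1 mM ATP · Dosing – single 20 µM dose · Times – reaction time 90 min, room temperature, protected from light · Technique – resorufin fluorescence at 613 nm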
Starred values were filed as active, the others as inactive; i = inactive; . = no result given. No enrichment for hits, and some 4% of all compounds hit somewhere here.

SMILES	SENP1 inh	UBC13 inh	PfG6PD inh	SENP8 block-1	SENP7 block	SENP8 block-2	beta cell repl	SENP6 block	HKDC1 inh
COc1cccc(C(=O)O/N=C(\N)c2ccncc2)c1OC	5	0	8	-10	1	14	-2	2	-3
O=C(NCCc1csc(-c2cccnc2)n1)c1cccs1	2	6	-11	-7	-4	14	0	-6	3
Cc1ccc(C)c(C(=O)CN2C(=O)NC3(CCCCCC3)C2=O)c1	1	2	9	-2	-6	3	7	1	-3
C#CCOCCOCCOCCNc1nc(N2CCOCC2)nc(N2CCN(C(=O)[C@H]([C@@H](C)CC)n3cc([C@@H](N)CO)nn3)CC2)n1	-1	0	9	5	-8	5	0	-12	-9
COc1ccc(C(=O)NC2=NCCS2)c(OC)c1	0	2	6	7	25	-8	-5	23	-3
Cc1ccc(NC(=O)CN(C)C(=O)c2cccnc2Nc2cccc(C(F)(F)F)c2)cc1	-2	-2	35	-1	-4	1	-7	10	1
CCN(CC(=O)NCCc1ccccc1)S(=O)(=O)c1ccccc1	1	-2	-2	-5	3	1	-1	-20	3
Cn1c(C(=O)N2CCc3ccccc3C2)cc2oc3ccccc3c21	-1	7	-11	-12	4	1	-7	-19	-9
Cc1csc(NC(=O)CSc2nncs2)n1	1	-2	-13	-5	-2	1	5	11	14
Cc1ccc(NC(=O)COC(=O)c2ccc3c(c2)C(=O)N(CCc2ccccc2)C3=O)c(C)c1	2	-9	-24	0	11	8	-2	-2	14
CCOC(=O)c1nn(-c2ccccc2)c(=O)c(C#N)c1C	1	-2	14	5	2	-100	2	4	1
COc1ccc(Cn2nnc(C(=O)Nc3ccc(F)cc3)c2N)cc1	2	2	-3	-2	0	28	1	4	-2
CCOc1ccc(Br)cc1/C(C)=N\NC1=NCCN1	2	12	-3	3	0	35	-3	-6	-7
O=C(COC(=O)c1cccc(N2C(=O)c3ccccc3C2=O)c1)Nc1ccccc1	2	5	1	-1	0	20	0	-2	-8
CN(C)S(=O)(=O)c1ccc(N2CCCC2)c(C(=O)NNC(=O)c2ccccc2)c1	-1	3	-3	4	0	-24	3	4	-3
O=C(Nc1ccc(Oc2ccccc2)nc1)C1CCCCN1Cc1ccco1 (stereo not drawn)	-7	0	1	-1	-4	17	-3	-10	0
Cc1ccc(S(=O)(=O)N[C@@H](Cc2ccccc2)C(=O)CCl)cc1	0	13	17	1	6	-3	-8	6	9
CCc1noc(C)c1C(=O)Nc1nc(-c2ccc(Cl)cc2Cl)c(C)s1	0	-9	-13	-5	-1	4	-3	-8	4
C/C(=C/C(=O)O)C(=O)Nc1cccc(C(F)(F)F)c1	-6	-20	-4	-8	-6	8	-3	-18	7
CCc1n[nH]c(=S)n1/N=C/c1ccc2c(c1)OCO2	0	-2	40	-3	5	0	0	-4	-3
Fc1ccc(COc2ccc(-c3nnco3)cc2)cc1	0	8	-10	52*	41	13	0	62*	-2
COc1ccc(C(=O)NC(=S)Nc2cccc3ncccc23)cc1[N+](=O)[O-]	-4	-22	10	8	1	2	-2	0	7
COc1cccc(NC(=O)CN(C)C(=O)c2cccc(S(=O)(=O)N3CCN(c4ccccc4)CC3)c2)c1	1	-8	-15	-7	-3	2	-4	-10	2
CC1CC(C)CN(C(=O)COC(=O)c2cccc(S(=O)(=O)N(C)c3ccccc3)c2)C1 (stereo not drawn)	-1	2	6	0	3	3	1	-3	10
O=C(Nc1nccs1)c1cn(-c2ccccc2)nc1-c1ccccc1	2	3	20	-1	-2	18	-3	-10	-7

Part of the list above in order of length of the SMILES, lowest first:
SMILES	SENP1 inh	UBC13 inh	PfG6PD inh	SENP8 block-1	SENP7 block	SENP8 block-2	beta cell repl	SENP6 block	HKDC1 inh
Cc1csc(NC(=O)CSc2nncs2)n1	1	-2	-13	-5	-2	1	5	11	14
Fc1ccc(COc2ccc(-c3nnco3)cc2)cc1	0	8	-10	52*	41	13	0	62*	-2
CCOc1ccc(Br)cc1/C(C)=N\NC1=NCCN1	2	12	-3	3	0	35	-3	-6	-7
COc1cccc(C(=O)O/N=C(\N)c2ccncc2)c1OC	5	0	8	-10	1	14	-2	2	-3
COc1ccc(Cn2nnc(C(=O)Nc3ccc(F)cc3)c2N)cc1	2	2	-3	-2	0	28	1	4	-2
C#CCOCCOCCOCCNc1nc(N2CCOCC2)nc(N2CCN(C(=O)[C@H]([C@@H](C)CC)n3cc([C@@H](N)CO)nn3)CC2)n1	-1	0	9	5	-8	5	0	-12	-9

Continued.
SMILES	SENP1 inh	UBC13 inh	PfG6PD inh	SENP8 block-1	SENP7 block	SENP8 block-2	beta cell repl	SENP6 block	HKDC1 inh
CCCn1nnnc1SCC(=O)NC1CCCC1	0	-13	-1	-2	-6	10	-3	-6	-2
CCOC(=O)c1ccc(N2C(=O)CC(N3CCC(C(=O)OCC)CC3)C2=O)cc1 (stereo not drawn)	2	-7	-10	-10	-7	10	0	-16	-4
COC(=O)c1nc(NC(=O)c2ccc(C(C)(C)C)cc2)n[nH]1	0	.	-4	.	.	8	.	.	6
CCOc1ccc(NC(=O)NCCN2C(C)CCCC2C)cc1 (stereo not drawn)	-3	0	-19	-4	-2	2	-2	-19	1
CCN(CC)c1ccc2nc3ccc(N)cc3[n+](-c3ccccc3)c2c1	32	i	-3	36	17	39*	-7	32	21
CCC(=O)N(CCC1(C(C)C)CCOC(C)(C)C1)C(C)c1cccs1 (stereo not drawn)	-1	-2	-9	10	-1	7	-2	17	3
C=CCOCC(O)Cn1c(N2CCCC2)nc2c1c(=O)n(C)c(=O)n2C (stereo not drawn)	-2	6	8	-10	3	10	2	-30	-5
Cc1ccccc1NC1=NC2(CCCC2)N=C(N)N1	1	3	17	-2	-1	6	4	-7	-8
O=Cc1cc2ccccc2nc1SCc1ccc(Cl)cc1	-12	-8	10	-7	-6	19	-5	-19	4
CC(NC(=O)COc1ccccc1)C(c1cccs1)N1CCCC1 (stereo not drawn)	1	0	14	-4	-1	-27	1	8	0
COc1ccc(-c2[nH]ncc2CN(C)Cc2ccccn2)c(OC)c1	-2	-11	0	-3	14	7	0	2	-3
COc1ccc(N=Cc2sc(O)c3ccccc23)cc1	-20	-87	69*	79*	70*	-3	-2	62*	1
O=C1c2ccccc2NC(c2ccc(-c3cccc(F)c3)o2)N1O (stereo not drawn)	-4	2	8	-1	-1	i	-5	-12	-8
COc1ccc(Nc2oc(-c3ccccc3Cl)nc2C#N)cc1	-1	6	5	-9	-8	-391	-4	-1	-1
Cc1ccc(-c2nnn(CC(=O)N(Cc3cccs3)C(C(=O)NCC3CCCO3)c3ccco3)n2)o1 (stereo not drawn)	2	-1	-12	2	10	14	-3	5	-15
COc1ccccc1NC(=O)c1ccc(Br)c(S(=O)(=O)N2CCCC2)c1	0	-5	9	0	-5	-4	4	6	-4
O=C1CSC(=S)N1/N=C/c1ccc(C(F)(F)F)cc1	10	-11	6	-3	2	12	2	0	-19
Cc1cnc(C(=O)Nc2ccc(C)c(S(=O)(=O)N(C)C)c2)cn1	-3	-16	-8	-15	-4	11	0	-28	-11
CCN(C(=O)COC(=O)c1c2c(nc3ccccc13)/C(=C/c1ccccc1)CC(C)C2)C1CCS(=O)(=O)C1 (stereo not drawn)	-17	-2	1	-8	-2	-410	-3	-6	4
Cc1ccc(C2=NCCn3c2c2ccc(C(F)(F)F)cc2[n+]3[O-])cc1	0	-6	-6	-13	8	4	-4	-5	-1
CCN(CC)CCNC(=O)c1cc(S(C)(=O)=O)ccc1OC	1	5	-2	13	1	3	-4	1	-5
Cc1cc(NC(=O)NC(=O)c2ccccc2NC(=O)CN)ccc1Oc1ncc(Br)cn1	-4	.	1	.	.	-21	.	.	-5
C/C(=N\NC(=O)CCc1c[nH]c2ccccc12)c1cccc([N+](=O)[O-])c1	1	10	21	0	1	20	-2	-2	25
COc1ccc(Cc2nnc(NC(=O)c3ccccc3)s2)cc1OC	0	2	-6	-3	-11	18	-1	7	2
Cc1ccc(Cn2c(=O)c3cccnc3n(CC(=O)Nc3cccc(C(F)(F)F)c3)c2=O)cc1	-10	-1	-6	-3	3	-404	-5	-7	-3
More entries.
SMILES	SENP1 inh	UBC13 inh	PfG6PD inh	SENP8 block-1	SENP7 block	SENP8 block-2	beta cell repl	SENP6 block	HKDC1 inh
Cc1cc2oc(=O)cc(CN3CCC(C)CC3)c2c(C)c1Cl	-1	3	-6	2	3	15	2	-20	2
O=C(O)c1cccc(NS(=O)(=O)c2ccc3c4c(cccc24)C(=O)N3)c1	1	-6	-9	-1	4	-34	0	-15	6
COc1ccc([C@H]2CC(=O)C=C(c3ccc(C)cc3)C2)cc1	4	-9	17	-15	-8	13	-1	-14	-4
Cc1ccc(NC(=O)CSCC(=O)Nc2cc(C(F)(F)F)ccc2N2CCOCC2)cc1	1	1	11	-4	7	13	-5	-11	4
CC(=O)c1ccccc1NS(=O)(=O)c1cccc2nsnc12	5	-4	-15	12	-4	10	-1	13	-2
COc1ccc(NC(=O)Cn2nnc(-c3ccc(CN4CCOCC4)cc3)n2)c(OC)c1	2	-6	-13	-5	-4	1	-2	-8	-6
Cc1ccc(NC(=O)COC(=O)[C@H](C)NC(N)=O)c(C)c1	-2	-5	-8	-3	7	15	-2	2	-9
Cc1ccc(S(=O)(=O)N2CCC(C(=O)N[C@H](C(=O)NCC3CCCO3)C(C)C)CC2)cc1 (stereo partly drawn)	2	-7	-4	-1	-7	11	-2	-13	-6
COc1ccc(CN2C(=O)C(Cc3ccccc3)Nc3ncnc(N4CCCCC4)c32)cc1 (stereo not drawn)	-27	5	7	4	6	-38	-7	-13	6
CN(CC(=O)NCCc1ccccc1)Cc1ccco1	-2	5	-12	-1	1	-3	2	-13	-2
CCN(Cc1ccccc1)C(=O)C1CCN(S(=O)(=O)c2ccc3c(c2)OCCO3)CC1	1	0	7	-3	8	4	1	5	-1
Cc1ccc(S(=O)(=O)N(C)C)cc1NC(=O)C1CCN(C(=O)Nc2ccccc2)CC1	1	0	-6	-10	7	7	1	-16	-7
CCOC(=O)c1c(NC(=O)COC(=O)/C=C/c2ccccc2)sc(C(=O)NC)c1C	2	-19	-11	9	7	4	-3	11	-2
CN(C)c1ccc(CN2CCCCC2)cc1	1	1	4	5	-2	25	-8	-6	-3
CC(C)NC(=O)NC(=O)COC(=O)c1ccc(OC(F)(F)F)cc1	0	-7	5	-15	-5	6	-1	-20	1
CCCCNC(=O)COCc1cc(-c2ccc3c(c2)OCO3)on1	-1	10	7	3	4	4	-2	-10	-2
O=c1[nH]n(-c2cccc3cccnc23)c(=O)c2ccccc12	-2	-3	10	3	3	-2	-3	-4	13
Cc1ccccc1-c1cc(C(=O)NCc2ccc3c(c2)OCO3)nn1CC1CC(c2cccc([N+](=O)[O-])c2)=NO1 (stereo not drawn)	-2	-2	14	8	-4	14	-3	-2	2
Cc1ccc(CO/N=C\Cc2snc(Sc3ncc(C(F)(F)F)cc3Cl)c2C#N)cc1	-59	-34	14	-4	3	-14	-7	0	3
COC(=O)c1ccc(C(=O)N2CCCC(N3CCN(c4ccc(F)cc4)CC3)C2)nc1 (stereo not drawn)	-1	-10	-13	18	1	11	-4	-6	2
CCN(CCn1cccn1)Cc1nc(Cc2cccc(F)c2)no1	1	4	-10	1	-4	5	1	-8	0
Cc1ccccc1C(=O)Nc1ccccc1C(=O)NC1CC1	0	-2	-11	-15	-10	5	-1	-9	1
CCCn1c(N)c(N(CCOC)C(=O)/C=C/c2ccc(C(=O)OC)cc2)c(=O)[nH]c1=O	1	12	0	-3	-4	-53	-1	0	-10
